TROY signal inh: blocks TROY-dependent signaling in reporter cells; Q293 LMP1-TROYcd NF-kB luciferase reporter, 4 h; inhibition, % at 10 µM; 360,000 tested, 0.98% active;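 active means compounds whose plate-normalised and pattern-corrected inhibition of the luciferase reporter signal at the single screening dose is 50% or more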
TLR9-MyD88 block: TLR9-MyD88 interaction inhibition; Q9NR96+Q99836; CHO BLA complementation TLR9-MyD88, CCF4 FRET ratio; inhibition, % at 4.98 µM; 340,000 tested, 0.21% active; AID 504734;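 active means inhibition above the mean over all tested compounds plus 3 SD, cut at about 21% in these data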;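 further: 0% = DMSO only wells and 100% = clavulanate BLA inhibitor control wells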
NCOA1 inh: inhibitors of human steroid receptor coactivator 1 (SRC1). HEK293 GAL4-SRC1 luciferase reporter, luminescence. inhibition, % at 3.6 µM. 360,000 tested, 0.12% active;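 active means inhibition above the campaign mean plus 3 SD, with each screening campaign given its own cutoff, cut at about 60% in these data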;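 further: 0% = DMSO treated cells and 100% = gossypol at 36 µM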
NCOA3 inh: inhibitors of human steroid receptor coactivator 3 (SRC3); inhibition, % at 3.6 µM; Q9Y6Q9; 360,000 tested, 0.17% active; HEK293 GAL4-SRC3 luciferase reporter, luminescence;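 active means inhibition above a per-campaign cutoff, the mean of all compounds plus 3 SD, cut at about 60% in these data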;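 further: 0% = DMSO-treated cells and 100% = gossypol-treated cells at 36 µM; higher means less SRC3-driven luciferase light from the GAL4 reporter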
NOD2 RIPK2 PPI: blocks binding of human NOD2 to RIPK2. CHO BLA complementation NOD2-RIPK2, CCF4 ratio. inhibition, % at 4.98 µM. 360,000 tested, 0.38% active. O43353; in the data active means inhibition above about 21%;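 further: 0% = vehicle only and 100% = reference blocker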
TWEAK Fn14 block: inhibitors of TWEAK-Fn14 interaction signaling. TWEAK-stimulated Fn14 reporter cells, luciferase luminescence, 8 h. inhibition, % at 10 µM. 360,000 tested, 2% active. AID 1159606; in the data active means inhibition above about 50%
C8 TRAIL sens: caspase-8 TRAIL sensitization | AID 624354 | inhibition (viability loss, TRAIL sensitization), % at 10 µM | 360,000 tested, 1% active | NB7+C8 cells + TRAIL, ATPlite viability luminescence;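 active means compounds causing at least 50% loss of cell viability in the single-dose screen, relative to plate controls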
NR2F2 inh: blocks human COUP-TFII nuclear receptor. inhibition, % at 8.6 µM. 370,000 tested, 0.7% active. HEK293T NGFI-A luciferase reporter, luminescence. P24468;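 active means inhibition above a per-plate cutoff, mean inhibition of test wells between control levels plus 3 SD, cut at about 38% in these data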;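 further: cells cotransfected with COUP-TFII expression vector driving the NGFI-A reporter; 0% = median of COUP-TF2 test wells and 100% = reporter-only cells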
LMP1 NFkB inh: inhibitors of Epstein-Barr LMP1-induced NF-kappaB reporter; AID 504558; 350,000 tested, 0.69% active; LMP1-induced NF-kappaB luciferase reporter cells, luminescence; inhibition, % at 12.5 µM; in the data active means inhibition above about 41%;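 further: 0% = neutral control wells and 100% = reference inhibitor control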
SRC2 inh: human SRC2 (NCOA2) inhibition; inhibition, % at 9 µM; Q15596; HEK293 GAL4-SRC2 luciferase reporter, luminescence; 370,000 tested, 0.17% active; AID 651957;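 active means inhibition above the mean inhibition of all tested compounds plus 3 SD, set per campaign, cut at about 52% in these data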;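 further: 0% = DMSO treated cells and 100% = cells given Gossypol at 36 µM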
LRH-1 inv ag: inverse agonists of human LRH-1 (NR5A2); O00482; HEK293T StAR-luciferase reporter, LRH-1 transfected, 24 h; inhibition, % at 3.6 µM; 360,000 tested, 0.13% active;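 active means inhibition above the mean inhibition of all tested compounds plus 3 SD, cut at about 73% in these data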;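 further: 0% = DMSO wells and 100% = reporter-only cells lacking LRH-1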
Starred values were filed as active, the others as inactive; · = not tested or not shown. This is a subset, so the mix of outcomes need not match the whole.

SMILES	TROY signal inh	TLR9-MyD88 block	NCOA1 inh	NCOA3 inh	NOD2 RIPK2 PPI	TWEAK Fn14 block	C8 TRAIL sens	NR2F2 inh	LMP1 NFkB inh	SRC2 inh	LRH-1 inv ag
Cc1cc(OCC(=O)Nc2ccccc2N2CCCC2)ccc1C(C)C	-37.4	7.9	4.0	-7.5	-5.2	-16.0	-5.6	20.9	0.2	8.9	-26.0
O=C(Nc1cccc(Cl)c1)c1nc[nH]c1C(=O)NCCCCNC(=O)c1[nH]cnc1C(=O)Nc1cccc(Cl)c1	-9.6	5.9	-2.0	-16.0	-2.0	2.5	7.5	-16.4	-2.7	-13.1	-3.9
COc1ccc(-c2n[nH]c(C)c2-c2ccccc2OC)c(O)c1	17.8	-12.2	-3.6	-2.6	-9.2	12.7	1.6	11.6	10.5	-6.5	9.3
CCOC(=O)c1cc(-c2ccccc2C)n(Cc2cc(C)no2)n1	5.9	-3.3	-1.1	-17.6	1.0	-1.1	-16.2	8.0	6.6	-0.7	-20.1
COc1ccc(C/C(C)=N/NC(=S)Nc2ccc(C(C)C)cc2)cc1	-16.0	13.7	8.1	-21.5	8.3	-29.9	-19.4	-13.7	3.6	-1.6	1.6
COc1ccc(C2/C(=C(/O)c3ccc(Br)cc3)C(=O)C(=O)N2C)cc1 (configuration not stated)	-24.9	3.6	5.6	13.1	5.3	-16.5	-9.8	3.9	-4.2	-1.8	2.7
Cc1cc2nnc(SC3CCOC3=O)n2c2ccccc12 (configuration not stated)	-16.0	-10.7	-0.5	-1.9	-14.6	-3.2	-6.4	0.0	-2.6	-43.0	-10.5
O=c1[nH]nc(CNc2ccc(OC(F)(F)F)cc2)c2ccccc12	-23.7	-4.5	-38.3	-18.6	0.2	-57.1	4.1	15.3	7.8	-2.7	-76.9
CN(C)/C=C/C(=O)c1cc(F)cc(C(F)(F)F)c1	3.8	1.6	19.7	-5.1	-3.2	8.6	-3.5	2.1	0.5	12.7	19.3
CCCCCCN1C[C@H](n2cc(COC(=O)c3ccccc3)nn2)[C@@H](O)C[C@@H]1c1ccc(Cl)cc1	-15.9	-17.6	22.6	-12.9	-12.1	12.8	27.8	3.2	-3.4	-19.3	7.6

Three entries picked at random from the list so far, as already listed:
SMILES	TROY signal inh	TLR9-MyD88 block	NCOA1 inh	NCOA3 inh	NOD2 RIPK2 PPI	TWEAK Fn14 block	C8 TRAIL sens	NR2F2 inh	LMP1 NFkB inh	SRC2 inh	LRH-1 inv ag
COc1ccc(-c2n[nH]c(C)c2-c2ccccc2OC)c(O)c1	17.8	-12.2	-3.6	-2.6	-9.2	12.7	1.6	11.6	10.5	-6.5	9.3
COc1ccc(C2/C(=C(/O)c3ccc(Br)cc3)C(=O)C(=O)N2C)cc1 (configuration not stated)	-24.9	3.6	5.6	13.1	5.3	-16.5	-9.8	3.9	-4.2	-1.8	2.7
COc1ccc(C/C(C)=N/NC(=S)Nc2ccc(C(C)C)cc2)cc1	-16.0	13.7	8.1	-21.5	8.3	-29.9	-19.4	-13.7	3.6	-1.6	1.6

The results go on:
SMILES	TROY signal inh	TLR9-MyD88 block	NCOA1 inh	NCOA3 inh	NOD2 RIPK2 PPI	TWEAK Fn14 block	C8 TRAIL sens	NR2F2 inh	LMP1 NFkB inh	SRC2 inh	LRH-1 inv ag
CC(c1ccccc1)C1C(C#N)=C(N)OC2=C1C(=O)CC(C)(C)C2 (configuration not stated)	3.8	2.0	-14.4	-2.6	-4.3	8.9	-6.6	9.5	9.3	9.9	-8.7
O=C(Cc1ccc(S(=O)(=O)N2CCCCC2)cc1)NCc1ccc(Cl)cc1	-11.8	-0.6	-9.5	4.6	-3.2	-0.2	2.5	0.4	-2.3	-32.9	-4.2
O=C(Nc1cc(Cl)cc(Cl)c1)N1CCN(C(=O)C2CCCO2)CC1 (configuration not stated)	-13.6	-0.7	-5.9	-8.0	-3.2	3.4	6.4	11.1	2.3	-2.9	17.1
Cc1ccc(COC(=O)c2nn(C)c(=O)c3ccccc23)cc1	23.9	6.3	-7.9	1.1	8.3	22.1	33.6	28.8	-0.4	-9.6	11.2
O=C(CN1C(=O)C2C3c4ccccc4C(c4ccccc43)C2C1=O)Nc1ccccc1C(=O)O (configuration not stated)	-11.1	-5.5	2.1	3.3	-9.5	13.6	17.6	3.6	1.6	-18.9	-5.6
NS(=O)(=O)c1ccc(CCNC(=O)Cc2ccc(Cl)cc2)cc1	-17.7	-0.4	-12.3	4.7	3.3	3.2	-4.0	-14.2	5.8	14.4	7.7
CCOc1cc(NC(=O)C2CCCO2)c(OCC)cc1NC(=O)C1CC1 (configuration not stated)	7.4	-3.4	-4.5	8.8	-7.8	11.5	-10.3	19.4	-22.3	15.4	0.0
O=C(COC(=O)CC1CC2CCC1C2)NCc1ccccc1 (configuration not stated)	-29.0	4.6	-7.0	6.0	-5.4	-7.0	-8.2	-6.0	-1.9	-0.8	17.3
COc1ccc(/C=C2\SC(=O)N(CCNC(=O)C3CSC4(C)CCC(=O)N34)C2=O)cc1 (configuration not stated)	2.2	13.7	-42.0	-28.0	5.1	-39.4	15.8	-3.1	-4.5	9.7	6.4
Cc1cc(/C=N/NC(=O)c2cccnc2)c(C)n1CC(C)C	-18.3	3.5	-69.6	-30.7	-1.5	-33.6	16.0	-16.7	-6.5	-34.6	-19.7
C/C(=C\C(=O)c1ccccc1)Nc1ccc(Br)c(Cl)c1	-14.4	0.9	-0.9	20.4	-0.3	-1.1	-13.0	-1.9	-7.7	-38.6	-13.4
O=C(NCCCn1ccnc1)c1cc(-c2cccs2)on1	-110.2	6.2	-200.3	-120.9	2.2	-83.5	4.3	15.7	-30.6	-254.1	10.9
O=C(CSc1n[nH]c(=O)n1-c1cccnc1)N1CCOCC1	-36.1	·	8.8	25.2	-35.2	-16.4	-6.7	9.9	·	0.1	5.2
COc1ccc2c(c1OC)C(=O)NC(C)=C(C(=O)OC(C)(C)C)C2O (configuration not stated)	-7.7	-2.7	-24.9	18.2	-9.2	14.8	-2.9	3.0	-11.8	11.7	-18.6
C[C@@H]1CN([C@H](C)CO)C(=O)c2c(c3ccccc3n2C)-c2ccccc2CO[C@@H]1CN(C)S(=O)(=O)c1cccs1	10.6	3.6	-1.3	-7.4	4.1	14.3	-2.2	-14.2	1.8	18.2	-1.4
Cc1cc(NC(=O)c2ccccc2)no1	-63.5	-26.6	-69.1	-51.5	-9.7	-5.4	4.9	-25.0	-2.7	-46.2	-85.5
CCN(CC)C(=O)NC(c1ccc(C)c(F)c1)C(Cl)(Cl)Cl (configuration not stated)	2.4	-13.9	-34.1	5.6	-0.1	1.7	-1.3	4.4	9.8	-1.6	4.8
CCCCOc1ccc(NC(=O)C2OC3OC(C)(C)OC3C3OC(C)(C)OC23)cc1 (configuration not stated)	0.7	13.0	6.1	-10.4	11.4	7.3	-0.3	1.6	-15.9	4.7	28.9
COc1ccc(CNC(=O)[C@H](C)NC(=O)C2CCN(C(=O)[C@H](CCSC)NC(=O)OC(C)(C)C)CC2)cc1	0.9	-10.8	-8.1	5.1	-0.3	8.3	-2.1	11.3	-3.2	-6.7	-18.8
COc1ccc(C2C(C(=O)N3CCOCC3)=C(C)NC3=C2C(=O)CC(C)(C)C3)cc1O (configuration not stated)	5.9	-0.9	4.0	-15.1	-13.7	-2.5	-1.9	11.8	6.8	-10.6	-31.1
CCOC(=O)c1ccc(NC(=O)c2nc(SC)ncc2Cl)cc1	-8.9	5.1	-13.3	-9.0	6.3	-30.7	8.0	-11.6	0.8	-12.6	1.4
COc1ccc(CCN2C(=S)N(C)C(=O)C2CC(=O)Nc2ccc(F)cc2)cc1 (configuration not stated)	-3.9	·	-11.6	13.1	-7.7	2.6	-25.6	-16.7	·	12.0	4.4
O=C(OCC(=O)N1CCc2ccccc21)c1cc(S(=O)(=O)N2CCOCC2)ccc1F	-21.5	-4.2	7.9	4.3	-0.8	-12.4	3.0	10.0	-10.9	-2.6	15.4
O=C(c1ccccc1-c1ccccc1)N1CCOCC1	1.1	-5.0	-14.6	-13.3	-10.9	-5.0	10.0	-16.0	-4.8	-8.3	5.2
COc1cc(C(=O)OCC(=O)N2CCCCCC2)c([N+](=O)[O-])cc1OC	-3.9	-3.2	-1.9	18.5	2.4	-7.5	-10.2	-1.7	-2.0	0.7	0.0
CCC(C)NC(=O)Cn1cnc2sc(C)c(S(=O)(=O)N3CCCCC3)c2c1=O (configuration not stated)	-24.3	-2.9	20.9	-11.1	-7.3	-8.8	-18.1	4.5	1.8	-43.1	-13.8
NC(=O)c1ccc(NC(=O)Nc2ccc3c(c2)OCO3)cc1	-32.9	-7.3	-25.9	-16.8	-2.0	-0.1	31.7	-5.0	-11.1	-27.1	-3.3
COC(=O)CC(c1ccccc1F)N1Cc2ccccc2C1=O (configuration not stated)	5.4	1.9	17.9	-37.5	-2.4	-1.8	-15.8	-19.0	10.5	-29.8	6.2
Cc1ccc(S(=O)(=O)N2C[C@]3(O)C[C@@H]4C(=O)N(c5ccccc5)C(=O)[C@@H]4C[C@]3(OC(=O)NC3CC3)C2)cc1	4.0	-0.7	2.6	-14.9	-4.1	-2.9	16.0	-4.8	-7.4	9.0	4.1
COc1cccc(C=NCCNC(=O)c2nonc2N)c1O	4.7	-6.1	6.0	11.0	8.5	-3.9	-1.0	-4.7	1.5	-9.1	7.9
COc1ccc(/C=C/C(=O)O/N=C(\N)c2ccccc2)cc1OC	-54.9	-1.2	-89.9	-43.8	-6.3	-21.5	19.5	-29.7	-63.4	-26.6	-122.5
O=C(COC(=O)c1cc(Br)ccc1O)NC1CCCCCC1	26.2	6.6	-9.7	-4.0	3.1	-3.8	-8.7	12.8	-6.7	-27.0	-7.0
O=C(O)CCC(=O)NNC(=O)c1ccc(-c2ccccc2)cc1	-11.2	-17.8	3.9	2.0	-2.8	12.6	12.4	-6.7	6.4	-17.4	-13.3
CCOC(=O)c1ccc(Oc2cc(C)nc(SC)n2)cc1	-7.7	7.4	0.6	6.8	-3.8	16.1	14.2	6.9	2.6	-19.4	3.5
O=C1CC(c2ccc(Cl)cc2)c2c(O)cc(O)cc2O1 (configuration not stated)	3.7	-6.9	-16.2	4.8	-0.7	11.3	-4.0	9.3	-9.8	7.0	-8.4
COc1cc2c(cc1OC)CN(C(=O)COc1ccc(C#N)cc1)CC2	-1.7	8.1	2.8	26.7	6.9	5.2	-6.4	4.4	-5.4	3.1	7.2
COc1ccc(CNC(=O)Cc2c(C(=O)O)[nH]c3ccccc23)cc1	-5.0	-4.1	1.4	6.0	-9.1	5.0	-10.5	6.4	-5.2	-1.0	-32.6
CC(NC(=O)c1ccco1)C(c1cccs1)N1CCOCC1 (configuration not stated)	-3.3	-0.3	-3.9	-5.0	-1.1	-5.7	-8.2	6.0	-0.5	-5.8	-9.5
CNC(=O)c1ccc(-c2ccc(Cl)c(Cl)c2)s1	-39.7	-1.7	-41.0	-27.1	-1.6	-29.7	6.1	-39.4	-16.8	-19.7	-58.2
O=C(NC1CCCC1)c1nc(-c2ccco2)oc1-c1ccccc1	·	·	·	·	-7.1	·	-4.5	28.3	·	-8.6	21.1
Cc1ccc(C(=O)NCC(=O)NC2CCCC2)cc1	-8.2	-6.3	-36.6	-0.4	9.8	-1.9	-12.3	-2.4	-5.6	8.5	6.3
COc1ccc(C2c3c(oc4ccccc4c3=O)C(=O)N2c2ccc(C)cn2)cc1OC (configuration not stated)	0.3	3.5	8.3	1.0	8.7	-2.4	25.0	-0.3	-4.4	-21.8	-7.9

Source: PubChem (several laboratories)
